D1 PAM: potentiators of human D1 dopamine receptor; 360,000 tested, 0.036% active; P21728; HEK293 TREx D1 cells, calcium flux, dopamine EC20 potentiation; potentiation, % at 10 µM; in the data active = potentiation above about 30%; note: 0% is about no effect
D2 agonist: agonists of human D2 dopamine receptor. P14416. HEK293 T-REx D2 cells, calcium flux agonist mode. activation, % at 2 µM. 340,000 tested, 0.53% active. AID 485358;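 active = activation over 3 SD above normal in the single-dose calcium agonist read, cut at about 30% in these data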; note: 0% is about no effect
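Agonism is scored from calcium flux in a force-coupled, inducible HEK293 cell line expressing D2, read kinetically for 180 s after compound addition against dopamine controls.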
D2 antagonist: antagonists of human D2 dopamine receptor; P14416; HEK293 TREx D2 cells, calcium flux, dopamine EC80; inhibition, % at 10 µM; 340,000 tested, 2% active; AID 485344; in the data active = inhibition above about 30%; note: 0% is about no effect
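Cells plated overnight at 30 C with tetracycline; no-wash calcium dye, 30–90 min RT; 10 s baseline; compound pinned; 180 s read; EC80 dopamine added; another 180 s read.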
D2 potentiator: positive allosteric modulators of human D2 dopamine receptor; 340,000 tested, 0.34% active; P14416; potentiation, % at 10 µM; HEK293 T-REx D2, calcium flux, EC20 dopamine potentiation;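 active = potentiation over 3 SD above the plate norm, cut at about 30% in these data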; note: 0% is about no effect
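Tetracycline-induced Hek293 Trex D2 cells, force-coupled to calcium, loaded with no-wash calcium dye. Compound added with 180 s kinetic read for agonism, then EC20 dopamine and a further 180 s read for potentiation.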
D1 agonist: agonists of human D1 dopamine receptor; P21728; HEK293 T-REx D1 cells, calcium flux, agonist mode; activation, % at 2 µM; 360,000 tested, 1% active; note: 0% is about no effect
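Inducible HEK293 T-REx D1 cells, force-coupled to calcium signalling, were plated at 4000 cells/well with tetracycline and held overnight at 30 C. After no-wash calcium dye loading, compound-evoked calcium rise over 180 s flagged agonists.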
D1 antag: blocks dopamine activation of the human D1 receptor; P21728; HEK293 TREx D1 cells, calcium flux, dopamine EC80; hits give low values; activity change, negative = inhibition, % at 10 µM; 360,000 tested, 3.2% active; in the data active = activity change below about -30%; note: % is set by controls: 0 for no effect and ±100 for the full control effect
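After overnight tetracycline induction at 30 C, force-coupled D1 HEK293 cells took up a no-wash calcium dye at room temperature. Compounds were added and monitored 180 s, and the response to EC80 dopamine was then recorded.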
TRHR agonist: agonists of human TRH receptor; TRHR cells, calcium flux fluo-8, FDSS agonist mode; P34981; activation, % at 2 µM; 360,000 tested, 0.18% active; AID 493084; note: 0% is about no effect
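TRHR-expressing cells loaded with fluo-8 calcium dye; 23 nL library compound pin-transferred, kinetic FDSS fluorescence (Ex 480/Em 530) recorded about 180 s for agonist-induced calcium release, before a 10 nM TRH EC20 addition for potentiator mode.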
RXFP1 antag: blocks the human relaxin receptor RXFP1; HEK293-RXFP1, relaxin-stimulated cAMP HTRF, 30 min; hits give low values; activity change, negative = inhibition, % at 57.5 µM; 350,000 tested, 0.59% active;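 active = activity change of -60% or lower, but not beyond a set lower limit; inconclusive = change between -60% and -40%, or beyond the set limit; inactive = change above -40%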; note: % is set by controls: 0 for no effect and ±100 for the full control effect
Target sequence (Q9HBX9 whole entry, looked up): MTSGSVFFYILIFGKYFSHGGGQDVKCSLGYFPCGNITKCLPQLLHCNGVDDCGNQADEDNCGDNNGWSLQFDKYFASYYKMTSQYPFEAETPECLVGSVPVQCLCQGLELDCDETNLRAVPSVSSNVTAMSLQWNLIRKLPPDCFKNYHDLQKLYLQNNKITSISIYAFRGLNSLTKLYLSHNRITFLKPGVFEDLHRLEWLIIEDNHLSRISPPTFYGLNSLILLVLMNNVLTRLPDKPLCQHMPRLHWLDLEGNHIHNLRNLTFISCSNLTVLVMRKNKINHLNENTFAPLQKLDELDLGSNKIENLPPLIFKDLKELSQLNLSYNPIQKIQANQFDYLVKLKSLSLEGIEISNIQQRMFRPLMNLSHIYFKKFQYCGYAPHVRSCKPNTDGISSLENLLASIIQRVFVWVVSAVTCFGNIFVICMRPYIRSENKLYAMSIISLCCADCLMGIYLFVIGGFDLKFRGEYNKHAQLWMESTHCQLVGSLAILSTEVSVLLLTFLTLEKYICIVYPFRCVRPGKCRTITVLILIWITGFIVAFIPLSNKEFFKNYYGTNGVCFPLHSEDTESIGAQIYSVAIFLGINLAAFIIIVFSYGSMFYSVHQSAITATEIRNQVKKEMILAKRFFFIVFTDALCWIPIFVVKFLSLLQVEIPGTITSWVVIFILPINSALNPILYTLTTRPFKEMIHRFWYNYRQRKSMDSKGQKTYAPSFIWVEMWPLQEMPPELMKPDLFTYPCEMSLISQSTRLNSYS
TRHR PAM: TRH receptor (human) allosteric enhancement. 360,000 tested, 0.66% active. enhancement, % at 2 µM. AID 493056. TRHR cells, fluo-8 calcium fluorescence, EC20 TRH enhancement; in the data active = enhancement above about 30%; note: 0% is about no effect
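TRHR-expressing cells loaded with fluo-8 calcium dye were read kinetically (ex 480/em 530) during compound addition, then stimulated with an EC20 of TRH (10 nM final). Enhancement of the Gq-mediated intracellular calcium response was scored.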
Starred values were filed as active, the others as inactive; ? = inconclusive; nt = no result given; & = joins results of further samples. Cut-off read from the data, not from the text of the source, unless noted: active = activation above about 30%; inactive = the rest.

The line under a structure holds: D1 PAM | D2 agonist | D2 antagonist | D2 potentiator | D1 agonist | D1 antag | TRHR agonist | RXFP1 antag | TRHR PAM
> Cc1cc(C)nc(N2CCCC(C(=O)NCc3ccccc3)C2)n1 (stereo not drawn)
→ 14.2 | nt | nt | nt | 0.9 | 0.0 | -0.3 | -4.5 | 4.2
> COc1ccc(/C=C2/SC(=S)N(NS(=O)(=O)c3ccccc3)C2=O)cc1
→ 4.5 | 0.9 | -27.6 | 0.0 | -3.7 | 3.5 | -0.2 | -30.3 | 17.2
> O=C(CNC(=O)[C@@H]1Cc2ccccc2CN1)Nc1ccc2c(c1)OCCO2
→ -0.5 | 0.9 | -0.3 | 4.5 | -0.5 | 8.7 | -0.5 | 21.1 | 9.8
> COc1ccc(C(=O)NNC(=O)c2ccccn2)cc1
→ 2.5 | -0.9 | 11.4 | -11.7 | 3.8 | -12.0 | -0.3 | 11.8 | -4.4
> COC(=O)c1ccc(C)c(NC(=O)CCSc2ccc(Cl)cc2)c1
→ 7.7 | 1.2 | 9.1 | -14.6 | 15.5 | -10.8 | 0.5 | 5.9 | -1.5
> Cn1c(-c2ccc(Cl)nc2)nc2cc(Cl)ccc21
→ -8.3 | 1.8 | -6.0 | 14.9 | 0.7 | -33.4* | -0.3 | -18.5 | 10.3
> CC(=O)Nc1cccc(NC(=O)CSc2nccn2Cc2ccco2)c1
→ 0.8&-1.6 | -0.8 | nt | -1.0 | 3.8&4.9 | -19.8&5.9 | 0.1&0.1 | -4.5&2.5 | 7.3&1.8
> CCOCCCNC(=S)NCCc1ccccc1
→ 4.0 | -0.7 | -7.5 | 3.2 | 1.0 | 13.2 | -0.2 | 19.3 | -0.8
> COCCN1C(=O)c2ccccc2C(C(=O)NCCN(C)C)C1c1ccc(F)cc1 (stereo not drawn)
→ 0.5 | 1.2 | -9.0 | -15.4 | 3.7 | -1.5 | 0.7 | -5.5 | -1.8
> Cc1ccc(C(=O)COC(=O)C(C)N2C(=O)C3C4CCC(C4)C3C2=O)cc1C (stereo not drawn)
→ -2.9 | 0.3 | -0.1 | 0.5 | 6.1 | -19.3 | 0.0 | 6.2 | 1.9
> NC(=O)C1CCN(C(=O)c2cnn(-c3ccccc3)c2NC(=O)c2ccco2)CC1
→ -1.2 | -0.3 | -0.5 | -6.5 | 2.0 | -11.4 | -0.6 | -3.9 | -1.1
> O=C(NCc1ccccc1Cl)NC(=O)c1ccccc1
→ -2.2 | -0.5 | 33.4* | -12.9 | 1.7 | 7.0 | -0.6 | -10.3 | -8.0
> Cn1cnc([N+](=O)[O-])c1Sc1ncn[nH]1
→ -1.9 | -0.7 | -62.5 | -4.5 | 3.1 | 8.5 | 1.1 | 6.1 | 1.4
> CC(C)C(NC(=O)c1ccccc1)C(=O)OCn1nnc2ccccc2c1=O (stereo not drawn)
→ -1.2 | -0.4 | -1.0 | 10.0 | 2.2 | -2.8 | -0.1 | -5.5 | 3.8
> CCOc1cccc(NC(=O)/C(C#N)=C\c2cn(CC(=O)O)c3ccccc23)c1
→ -1.4 | nt | nt | nt | 1.6 | -2.1 | -0.3 | 10.5 | -4.9
> O=C(Cc1c(C(=O)O)[nH]c2ccccc12)NCCN1CCN(c2ccccc2F)CC1
→ 2.5 | 10.9 | 1.5 | -3.8 | 0.5 | 7.2 | 0.1 | 1.2 | -1.0
> Cc1ccc(S(=O)(=O)N(C)CC(=O)OCC(=O)c2c(N)n(C)c(=O)n(C)c2=O)cc1
→ 5.4 | 0.4 | -5.6 | -0.7 | 0.9 | 11.3 | 0.1 | 1.4 | -2.3
> CCc1cc(S(=O)(=O)N2CCN(C(=O)c3ccco3)CC2)ccc1OC
→ -4.0 | -0.4 | -10.1 | 9.0 | 0.5 | -16.7 | 0.3 | -1.9 | 2.6
> CC(C)(C)OC(=O)N1CCC(c2c(C(=O)NCc3cccc(Cl)c3)cnn2-c2ccc(F)cc2)CC1
→ -9.1 | 2.4 | nt | -3.3 | 2.3 | -42.6* | 1.7 | -27.7 | 2.1
> Cc1ccc(/C=N/NC(=O)c2ccoc2C)s1
→ -0.7 | 1.0 | 4.0 | 8.5 | -1.7 | -0.2 | 0.1 | 10.9 | 0.4

(cont.)
The line under a structure holds: D1 PAM | D2 agonist | D2 antagonist | D2 potentiator | D1 agonist | D1 antag | TRHR agonist | RXFP1 antag | TRHR PAM
> COC(=O)c1cccc(-n2c(=O)n(Cc3ccccc3)c(=O)c3[nH]cnc32)c1C
→ -7.4 | -2.6 | -7.8 | 9.6 | 2.2 | -12.1 | -1.5 | 2.7 | -23.7
> CN(C)C(CNC(=O)c1cc(S(=O)(=O)N(C)c2ccccc2)ccc1Cl)c1ccccc1 (stereo not drawn)
→ 5.8 | -1.2 | 0.4 | -5.9 | 0.3 | 4.9 | -0.1 | 5.7 | -3.1
> Cc1cccc(-c2nc(C#N)c(N3CCCCCC3)o2)c1
→ -1.4 | 1.2 | -5.8 | 4.5 | 6.0 | 2.6 | -1.2 | -3.3 | 11.4
> COc1ccc(C(=O)COC(=O)c2ccc(N(C)C)cc2)cc1
→ -11.6 | 1.0 | -18.9 | 7.0 | 0.0 | -2.0 | 0.3 | -8.3 | -5.9
> Cn1c(SCc2ccc([N+](=O)[O-])cc2)nnc1-c1ccncc1
→ -2.7 | 0.8 | -9.3 | -2.5 | -1.0 | 11.4 | 0.2 | 3.0 | -0.3
> Cc1cnc(C(=O)OCC(=O)N(C)CC(=O)Nc2ccccc2Cl)cn1
→ 0.4 | -0.3 | 5.3 | -0.5 | 2.1 | 1.8 | 0.7 | -5.4 | -4.0
> CC(=O)C1=C(O)C(=O)N(c2ccc(O)cc2)C1c1ccccc1Cl (stereo not drawn)
→ -0.9 | 0.8 | 7.2 | -1.4 | 1.6 | 2.0 | 0.6 | 5.4 | 3.5
> CN(C)CCCNc1ncnc2oc(-c3ccccc3)c(-c3ccccc3)c12
→ -3.0 | 1.6 | 19.0 | -10.4 | 16.4 | -11.6 | 1.0 | ? | 2.4
> COc1cc2c(cc1OC)C1=NC(=O)CN1C(SCc1ccccc1)=N2
→ -12.2 | 1.0 | 0.2 | 5.2 | 0.0 | -9.2 | -1.1 | 1.7 | 2.1
> CCc1ccc(/C=C2/C(=O)NC(=O)N2C(C)=O)cc1
→ 2.4 | -0.4 | -4.5 | -4.4 | 4.9 | 14.4 | -0.6 | -20.4 | 7.1
> N#Cc1cccc(NC(=O)CCC2CCCC2)c1
→ -6.6 | -0.1 | -13.6 | -18.4 | 3.0 | -5.5 | -0.6 | -8.9 | -2.1
> COc1cccc(N2C(=O)C(CC(=O)Nc3ccc(Cl)cc3)N(Cc3ccc4c(c3)OCO4)C2=O)c1 (stereo not drawn)
→ -1.0 | 0.2 | nt | nt | -0.7 | -11.9 | 0.0 | nt | -5.6
> CCc1noc(C)c1C(=O)OCC(=O)NCc1ccccc1OC
→ -2.4 | nt | nt | nt | 1.0 | -4.8 | -0.2 | 4.3 | 0.2
> Cn1cc(Cl)c(C(=O)NNC(=S)Nc2cccc(Cl)c2)n1
→ -2.4 | 0.7 | -5.0 | 1.0 | -0.1 | 9.2 | 0.2 | -19.5 | 0.6
> O=C(NNC(=S)Nc1ccc(Cl)c(Cl)c1)c1cccc([N+](=O)[O-])c1
→ -3.9 | -0.1 | 4.1 | -8.8 | 4.8 | -3.5 | 0.3 | ? | -5.4
> Cc1ccc(NC(=O)Cn2nnc(C(=O)Nc3ccc(C)c(C)c3)c2N)cc1
→ -5.7 | 0.7 | -1.2 | 5.0 | 4.6 | -16.2 | 0.8 | -10.8 | 2.3
> O=C(NNc1cc(Cl)cc(Cl)c1)c1cccs1
→ 11.7 | 1.0 | -1.9 | -8.0 | 3.3 | 6.2 | 0.6 | -24.2 | -0.1
> Cc1ccccc1OCc1nnc(SCC(=O)O)n1-c1ccccc1
→ -1.8 | 0.9 | 8.8 | -2.9 | 2.9 | 2.6 | -0.2 | 5.1 | -0.5
> CN(CCOc1ccccc1)CC(O)COc1ccccc1 (stereo not drawn)
→ nt | 1.8 | 51.0* | -28.6 | 12.9 | -28.9 | -0.1 | -5.0 | 12.2
> CCN(CC(=O)NC(C)C)C(=O)c1ccc(S(=O)(=O)N(C)c2ccccc2OC)cc1
→ -10.7 | 0.4 | -12.8 | 5.0 | 4.1 | 1.0 | -0.1 | 5.6 | 8.1

A section of the results above:
The line under a structure holds: D1 PAM | D2 agonist | D2 antagonist | D2 potentiator | D1 agonist | D1 antag | TRHR agonist | RXFP1 antag | TRHR PAM
> Cc1cc(C)nc(N2CCCC(C(=O)NCc3ccccc3)C2)n1 (stereo not drawn)
→ 14.2 | nt | nt | nt | 0.9 | 0.0 | -0.3 | -4.5 | 4.2
> COc1ccc(/C=C2/SC(=S)N(NS(=O)(=O)c3ccccc3)C2=O)cc1
→ 4.5 | 0.9 | -27.6 | 0.0 | -3.7 | 3.5 | -0.2 | -30.3 | 17.2
> O=C(CNC(=O)[C@@H]1Cc2ccccc2CN1)Nc1ccc2c(c1)OCCO2
→ -0.5 | 0.9 | -0.3 | 4.5 | -0.5 | 8.7 | -0.5 | 21.1 | 9.8
> COc1ccc(C(=O)NNC(=O)c2ccccn2)cc1
→ 2.5 | -0.9 | 11.4 | -11.7 | 3.8 | -12.0 | -0.3 | 11.8 | -4.4
> COC(=O)c1ccc(C)c(NC(=O)CCSc2ccc(Cl)cc2)c1
→ 7.7 | 1.2 | 9.1 | -14.6 | 15.5 | -10.8 | 0.5 | 5.9 | -1.5
> Cn1c(-c2ccc(Cl)nc2)nc2cc(Cl)ccc21
→ -8.3 | 1.8 | -6.0 | 14.9 | 0.7 | -33.4* | -0.3 | -18.5 | 10.3
> CC(=O)Nc1cccc(NC(=O)CSc2nccn2Cc2ccco2)c1
→ 0.8&-1.6 | -0.8 | nt | -1.0 | 3.8&4.9 | -19.8&5.9 | 0.1&0.1 | -4.5&2.5 | 7.3&1.8
> CCOCCCNC(=S)NCCc1ccccc1
→ 4.0 | -0.7 | -7.5 | 3.2 | 1.0 | 13.2 | -0.2 | 19.3 | -0.8

Next part:
The line under a structure holds: D1 PAM | D2 agonist | D2 antagonist | D2 potentiator | D1 agonist | D1 antag | TRHR agonist | RXFP1 antag | TRHR PAM
> CCCCN(C(=O)c1cc(-c2ccco2)nc2ccccc12)c1c(N)n(CCC)c(=O)[nH]c1=O
→ 1.8 | -0.4 | -28.2 | 3.2 | 0.6 | 18.1 | 0.0 | 4.6 | 10.2
> CCOC(=O)c1ccc(NC(=O)NC2CCN(CC(=O)NCc3ccc4c(c3)OCO4)CC2)cc1
→ -2.6 | 0.1 | 6.7 | 1.6 | 2.3 | -6.4 | 0.4 | 8.6 | 18.4
> COc1cc(OC)nc(N/N=C(\c2ccccc2)c2ccncc2)n1
→ -2.3 | 0.0 | -0.4 | -2.5 | 0.4 | -22.8 | 0.2 | 11.1 | 2.3
> O=C(O)CCC(=O)N1CCN(S(=O)(=O)c2ccc3ccccc3c2)CC1
→ -4.4 | 0.7 | -4.1 | 3.0 | 1.5 | 8.6 | -0.2 | -6.5 | 1.5
> O=C(Nc1ccc(F)c(Cl)c1)c1nsc(Cl)c1Cl
→ -5.7 | -0.3 | 28.3 | 2.7 | 0.3 | -11.2 | 0.4 | -1.8 | -7.9

Screening data deposited in PubChem by National Center for Advancing Translational Sciences (NCATS).
